# KB-V1 MDR tox = qHTS assay for MDR1-selective chemotherapeutics: Primary screen using the drug-selected MDR subline cells KB-V1. KB-V1 MDR cells viability, CellTiter-Glo, 72 h. Potency, µM (titrated, usually from 46.1 µM), for inactives: top-dose activity change, negative = cytotoxicity, actives largely listed as cytotoxic. 400,000 compounds, 3.4% hits; also: potency is read from the fitted curve at half-maximal effect; % is scaled to controls: 0 for no effect and ±100 for the full control effect; nearly all actives have a fitted effect of over 60% in size
#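 Potencies derive from concentration-effect curves fitted to normalized luminescence (CellTiter-Glo) of KB-V1 cells treated for 72 h at 37 degrees C in phenol-red-free DMEM containing 10% FBS.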
# SW480 rerep = A quantitative high throughput screen for small molecules that induce DNA re-replication in SW480 colon adenocarcinoma cells | 340,000 compounds, 1.8% hits | AID 624297, 2012 | Potency, µM (titrated, usually from 46.1 µM), inactives show at the highest dose re-replication activation, usual class: activators | SW480 DNA re-replication, Hoechst DNA content imaging, 48 h; also: potency is read from the fitted curve at half-maximal effect; % of control where 0% means no effect; nearly all actives have a fitted effect of over 55% in size
#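 Image-based read-out: total Hoechst fluorescence of nuclei (405 nm excitation, 500-530 nm emission), with hits raising the fraction of high-intensity nuclei. SW480 colon cells incubated 48 hr with compounds at 37 C.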
# GLP1R cytotox = qHTS of GLP-1 Receptor Inverse Agonists: Cytotox Screen; 410,000 compounds, 0.13% hits; Potency, µM (doses to about 38.3 µM), for inactives: top-dose activity change, negative = inhibition, usual class: inhibitors; HEK293 cAMP-luciferase reporter cells, luminescence, 24 h;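 also: loss of luciferase light is scored as toxicity; potency is read from the fitted curve at half-maximal effect; % is scaled to controls: 0 for no effect and ±100 for the full control effect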
#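 MLSMR compounds, 24 hr on cells at 37 deg C/5% CO2; luminescence after luciferase reagent (12 min RT). Inhibition counted as the undesired cytotoxic outcome.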
# MCF10A rerep = A quantitative high throughput screen for small molecules that induce DNA re-replication in MCF 10a normal breast cells; 350,000 compounds, 2.9% hits; AID 624296, 2012; Potency, µM (highest dose often 46.1 µM), without a hit: top-dose activity, positive = re-replication, actives largely listed as activators; MCF 10A DNA re-replication, Hoechst nuclear intensity, 48 h; also: potency is read from the fitted curve at half-maximal effect; % of control where 0% means no effect; nearly all actives have a fitted effect of over 50% in size
# IL1B secr inh = qHTS for Inhibitors of Inflammasome Signaling: IL-1-beta AlphaLISA Primary Screen. THP-1 LPS/ATP IL-1B secretion, AlphaLISA, 16 h; hits give low values. activity change, % at 57.5 µM. 360,000 compounds, 4.7% hits; in the data active = activity change below about -50%; inconclusive = mostly about -30% to -49%; also: % is scaled to controls: 0 for no effect and ±100 for the full control effect
#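 THP-1 cells pretreated 1 hr with compounds (up to 57.5 uM final), then stimulated with LPS (250 ng/mL final) plus ATP (1.25 mM final); secreted IL-1B measured by AlphaLISA after 16 hr, decreased signal indicating inhibition.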
# HT1080 IDH1KD tx = qHTS for induction of synthetic lethality in tumor cells producing 2HG: qHTS for the HT-1080-IDH1KD cell line; 360,000 compounds, 2% hits; Potency, µM (highest dose often 46.1 µM), without a hit: top-dose activity, negative = toxicity, most hits filed as cytotoxic; HT-1080 IDH1 knockdown viability, ATP luminescence, 48 h;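 also: potency is read from the fitted curve at half-maximal effect; 0% = DMSO wells and -100% = cell-free medium wells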
#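 Using the IDH1-knockdown HT-1080 line run in the same batch and compound series as the NT line, viability after 48 h at 37 °C was determined by CellTiter-Glo luminescence and expressed as % activity.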
# KB-3-1 tox = qHTS assay for MDR1-selective chemotherapeutics: Primary screen using the parental adenocarcinoma cell KB-3-1; AID 1347075, 2019; KB-3-1 viability, CellTiter-Glo ATP luminescence, 72 h; Potency, µM (highest dose often 46.1 µM), for inactives: at the top dose activity change, negative = cytotoxic, usual class: cytotoxic; 400,000 compounds, 1.4% hits; also: potency is read from the fitted curve at half-maximal effect; % is scaled to controls: 0 for no effect and ±100 for the full control effect; nearly all actives have a fitted effect of over 60% in size
#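 Screening of KB-3-1 cells (DMEM, 10% FBS, phenol-red free) ran from lowest to highest compound concentration; after 72 h at 37 °C viability was read luminescently and curves fitted.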
# HT1080NT lethal = qHTS for induction of synthetic lethality in tumor cells producing 2HG: qHTS for the HT-1080-NT fibrosarcoma cell line. HT-1080-NT fibrosarcoma viability, CellTiter-Glo ATP luminescence, 48 h. Potency, µM (top dose mostly 46.1 µM), without a hit: at the top dose activity, negative = less viability, hits mostly cytotoxic. 360,000 compounds, 1.6% hits. AID 686970, 2013;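 also: NT is the 2HG producing partner of a matched IDH1 knockdown line; potency is read from the fitted curve at half-maximal effect; 0% = DMSO-treated cells and -100% = media-only wells without cells; nearly all actives have a fitted effect of over 55% in size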
#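 HT-1080-NT fibrosarcoma cells (2HG-overproducing), 750 cells/well in RPMI with 5% FBS, dosed after 2 h and incubated 48 h at 37C. CellTiter-Glo luminescence normalized to DMSO and no-cell wells; concentration-response curves fitted and classed.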
# DRD3 agonist = qHTS of D3 Dopamine Receptor Agonist: qHTS | AID 652048, 2013 | max activation, % | D3R DiscoveRx beta-arrestin cells, luminescence, 90 min | D(3) dopamine receptor (Homo sapiens), P35462 | 410,000 compounds, 0.58% hits; in the data active = max activation above about 30%; also: 0% is about no effect; mostly tested at two doses, the higher about 12 µM
# Target sequence (P35462 whole entry, looked up): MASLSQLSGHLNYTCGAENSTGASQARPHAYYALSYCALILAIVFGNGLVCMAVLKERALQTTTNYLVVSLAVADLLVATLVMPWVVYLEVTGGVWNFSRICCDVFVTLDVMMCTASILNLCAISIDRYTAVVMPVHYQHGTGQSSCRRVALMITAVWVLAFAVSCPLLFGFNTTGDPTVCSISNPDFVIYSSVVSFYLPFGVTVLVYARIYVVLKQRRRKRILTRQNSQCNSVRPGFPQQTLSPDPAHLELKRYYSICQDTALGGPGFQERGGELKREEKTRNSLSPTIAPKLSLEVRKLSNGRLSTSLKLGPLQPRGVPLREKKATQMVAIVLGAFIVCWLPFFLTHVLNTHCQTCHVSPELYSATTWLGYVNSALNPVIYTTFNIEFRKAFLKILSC
#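 Cells at 1500/well, incubated overnight, then treated with pinned compounds (dopamine as control) for 90 min at 37 degrees C. DiscoveRx reagent added for 30 - 60 minutes at room temperature; luminescence read.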
# * = called active by the depositor; ? = inconclusive; · = not tested or not shown; [ ] = another dose, or the depositor's remark. Unless noted, calls follow the shape of the dose curve; as a rule, active = well fitted curve in the direction sought with a large enough effect; inconclusive = small, poorly fitted or top-dose-only effect, or another doubt; inactive = no such curve, though single readings can be large; an effect the other way counts as inactive or inconclusive.
SMILES,KB-V1 MDR tox,SW480 rerep,GLP1R cytotox,MCF10A rerep,IL1B secr inh,HT1080 IDH1KD tx,KB-3-1 tox,HT1080NT lethal,DRD3 agonist
CSc1nnc(-c2cnccn2)n1C,28%,1%,2%,-25%,-8,5%,-2%,10%,-9
COc1ccc(OC)c(CCNC(=O)c2cc3c(=O)n(C)c4ccccc4c3n2C)c1,1%,·,-2%,·,·,·,2%,·,1
Cc1ccccc1C(=O)NNS(=O)(=O)c1cccc([N+](=O)[O-])c1,-8%,-6%,-4%,0%,29,30%,-7%,14%,0
O=C(NC(=O)c1ccccc1)OCC1CCCN2CCCCC12 (stereo not drawn),-1%,-16%,3%,-2%,3,2%,-11%,5%,-6
Cc1ccc(C(=O)COc2nc(C)cc(C)c2C#N)cc1,10µM*,?,8%,?,23,0%,9%,4%,-6
CCOC(=O)CN1C(=O)N[C@@H](c2ccco2)C(C(C)=O)=C1C,0%,-13%,-6%,3%,23,0%,?,-1%,11
CC(C)N(Cc1ccccc1)CC(O)COc1ccc(S(=O)(=O)N2CCOCC2)cc1Cl (stereo not drawn),?,-3%,-3%,7%,-11,-11%,-17%,-27%,-11
COc1ccc(N2C(=O)CN(Cc3ccc(OC)c(OC)c3)C2=S)cc1,9%,8%,-4%,?,-13,-16%,-4%,-28%,-8
CC(C)C(=O)Nc1ccc2nn(-c3ccc(F)cc3)nc2c1,-4%,1%,1%,?,-12,7%,-2%,0%,-6
O=C(CSC1=N/C(=C/c2ccc(Cl)c(Cl)c2)C(=O)N1c1ccccc1F)NC1CC1,15µM*,?,-6%,15µM*,-7,-8%,2%,0%,-16
CCOc1ccc2nc(NC(=O)CSC3=NCCS3)sc2c1,18%,?,-9%,?,-92*,-7%,3%,-6%,-7
O=C(NCC(c1cccnc1)N1CCN(c2ccc(F)cc2)CC1)c1ccc(F)cc1 (stereo not drawn),-25%,-8%,-7%,0%,9,-5%,-6%,-4%,1
Cc1noc(C)c1NC(=O)N(C)C[C@@H]1Oc2ccc(NC(=O)Cc3cn(C)c4ccccc34)cc2CC(=O)N([C@H](C)CO)C[C@@H]1C,0%,-2%,3%,-10%,2,-1%,-6%,10%,23
COc1cc(C(=O)NCc2nnc(SCC(=O)N3CCC(C)CC3)o2)cc(OC)c1OC,0%,-4%,-22%,13%,0,4%,2%,0%,-3
COC(=O)c1ccc2oc(=O)c(S(=O)(=O)c3ccc(C)cc3)cc2c1,-1%,·,85%[activator],·,·,·,3%,·,-6
COc1cccc(NC(=O)COC(=O)CCC(=O)c2cccs2)c1,-10%,-3%,-6%,11%,0,0%,1%,1%,-4
O=C(O)CNC(=O)c1ccc(N2CCOCC2)cc1[N+](=O)[O-],6%,-62%[inhibitor],-4%,-55%[inhibitor],-11,12%,2%,16%,-7
Cc1ccc(N(C(=O)CNC(=O)c2ccco2)C(C(=O)NC2CCCC2)c2ccncc2)cc1C (stereo not drawn),4%,-3%,19%,-1%,8,25%,10%,6%,1
COc1ccc(C(C)=O)cc1COC(=O)CNC(=O)c1ccccc1F,-1%,-9%,8%,-1%,19,3%,20%,5%,2
CCN(C(=O)COC(=O)Cc1c[nH]c2ccccc12)c1c(N)n(Cc2ccccc2)c(=O)[nH]c1=O,6%,-168%[inhibitor],-4%,3%,38,-3%,-9%,-5%,1
CCCCc1ccc(-c2ccc(C)cc2O)nc1,2%,-2%,-2%,3%,-6,25%,8%,27%,1
Cc1ccc2oc(=O)cc(CN3CCN(C/C=C/c4ccccc4)CC3)c2c1,-2%,-32%,-1%,-2%,8,10%,-1%,0%,-12
CN(Cc1ccccc1)c1ccc(C(CC(N)=O)NC(=O)Cc2ccc(Br)cc2)cc1[N+](=O)[O-] (stereo not drawn),-8%,?,-20%,-88%[inhibitor],25,-15%,-1%,-19%,-10
CN(C)C(CNC(=S)Nc1ccccc1)c1cccnc1 (stereo not drawn),-20%,-7%,-1%,-5%,19,15%,2%,16%,0
CC(C)(C)OC(=O)C[C@H]1C/C=C\C[C@@H](CC(=O)N(CCO)Cc2ccccc2)C(=O)NC[C@H](c2ccccc2)OC1=O,3%,2%,-3%,17%,-1,3%,7%,11%,-1
CCCn1nc(C(=O)OCC(=O)c2ccccc2)c2ccccc2c1=O,4%,-5%,-5%,14%,21,10%,1%,?,1
Fc1ccc(-c2ccc(CNCc3ccccn3)o2)cc1Cl,-6%,-11%,7%,0%,5,-15%,-2%,-25%,-15
Cc1cc(C)cc(C(=O)Nc2ccc(N3CCCC3)cc2)c1,-17%,-5%,11%,25%,-16,-18%,-2%,-24%,-1
O=C(COC(=O)c1cccnc1Cl)c1ccc(Cl)cc1Cl,2%,-10%,2%,-1%,9,5%,11%,8%,4
CCN1CCN(CCNC(=O)CSCc2nc(-c3ccc(OC)c(OC)c3)oc2C)CC1,20%,-7%,-20%,-1%,0,6%,9%,5%,0
COC(=O)N(C)C[C@@H]1OCc2cnnn2CCCC(=O)N([C@H](C)CO)C[C@H]1C,6%,·,1%,·,39,3%,-5%,-6%,-8
CCOc1ccc(-c2cc(C(=O)N3CCN(c4cccc(C)c4)C(C)C3)c3ccccc3n2)cc1 (stereo not drawn),-27%,·,-15%,·,·,·,?,·,-2
CCOC(=O)C1=C(C)NC(=O)NC1C (stereo not drawn),13%,0%,-8%,-2%,9,?,-3%,8%,2
COc1cc(/C=N/NC(=O)CC2(C)OCCCO2)ccc1OCc1ccc(Cl)cc1Cl,-9%,2%,-3%,?,?,?,7%,?,7
O=c1[nH]cc(NCc2ccccc2)c(=O)[nH]1,0%,-9%,-23%,-2%,0,-2%,2%,9%,7
Cc1ccccc1OCC(=O)N1CCC2(CC1)CC(=O)c1ccccc1O2,-25%,1%,10%,3%,-9,-5%,-7%,-3%,-12
COc1ccccc1-c1nn2c(=O)cc(C)nc2s1,-2%,-7%,-1%,2%,-8,11%,20%,19%,2
CC(=O)C1CN(S(=O)(=O)c2ccc(C)cc2)C(c2ccccc2)CC1C (stereo not drawn),?,·,3%,·,20,-5%,-17%,3%,-2
CC(C)c1ccc(/C=N/Nc2cc(N3CCOCC3)nc(N3CCOCC3)n2)cc1,?,?,-3%[1.53 µM],21%,?,-7%,-8%,0%,-11
Oc1ccc(Cl)cc1CNCc1ccc(F)cc1,-7%,-12%,-1%,-20%,-21,0%,3%,-1%,-43

# Ten entries from above, ordered by length of the SMILES, ascending.
SMILES,KB-V1 MDR tox,SW480 rerep,GLP1R cytotox,MCF10A rerep,IL1B secr inh,HT1080 IDH1KD tx,KB-3-1 tox,HT1080NT lethal,DRD3 agonist
CCCCc1ccc(-c2ccc(C)cc2O)nc1,2%,-2%,-2%,3%,-6,25%,8%,27%,1
COc1ccccc1-c1nn2c(=O)cc(C)nc2s1,-2%,-7%,-1%,2%,-8,11%,20%,19%,2
O=c1[nH]cc(NCc2ccccc2)c(=O)[nH]1,0%,-9%,-23%,-2%,0,-2%,2%,9%,7
O=C(COC(=O)c1cccnc1Cl)c1ccc(Cl)cc1Cl,2%,-10%,2%,-1%,9,5%,11%,8%,4
Cc1cc(C)cc(C(=O)Nc2ccc(N3CCCC3)cc2)c1,-17%,-5%,11%,25%,-16,-18%,-2%,-24%,-1
CC(=O)C1CN(S(=O)(=O)c2ccc(C)cc2)C(c2ccccc2)CC1C (stereo not drawn),?,·,3%,·,20,-5%,-17%,3%,-2
CCN1CCN(CCNC(=O)CSCc2nc(-c3ccc(OC)c(OC)c3)oc2C)CC1,20%,-7%,-20%,-1%,0,6%,9%,5%,0
CCOc1ccc(-c2cc(C(=O)N3CCN(c4cccc(C)c4)C(C)C3)c3ccccc3n2)cc1 (stereo not drawn),-27%,·,-15%,·,·,·,?,·,-2
CN(Cc1ccccc1)c1ccc(C(CC(N)=O)NC(=O)Cc2ccc(Br)cc2)cc1[N+](=O)[O-] (stereo not drawn),-8%,?,-20%,-88%[inhibitor],25,-15%,-1%,-19%,-10
CC(C)(C)OC(=O)C[C@H]1C/C=C\C[C@@H](CC(=O)N(CCO)Cc2ccccc2)C(=O)NC[C@H](c2ccccc2)OC1=O,3%,2%,-3%,17%,-1,3%,7%,11%,-1

# More structures follow:
SMILES,KB-V1 MDR tox,SW480 rerep,GLP1R cytotox,MCF10A rerep,IL1B secr inh,HT1080 IDH1KD tx,KB-3-1 tox,HT1080NT lethal,DRD3 agonist
CCOC(=O)c1ccc(NC(=S)NC2CCCC2)cc1,-7%,13%,-17%,11%,12,-3%,-8%,0%,1
O=C(C1CCN(C2CCN(Cc3ccsc3)CC2)CC1)N1CCOCC1,·,?,-1%,0%,14,4%,·,-1%,3
COc1ccc(C2c3ccc4ccccc4c3Oc3ncn(CCO)c(=N)c32)cc1 (stereo not drawn),-5%,?,-26%,?,-100*,12µM*,-8%,?,1
C=CCn1c(CSCc2ccccc2)nnc1SCC(=O)N1CCN(c2ccccc2)CC1,10µM*,-79%[inhibitor],-14%,-43%[inhibitor],0,3%,0%,3%,-2
O=C(Nc1ccccc1Br)C1CC(=O)N(c2ccc3c(c2)OCCO3)C1 (stereo not drawn),?,-2%,4%,-1%,4,-8%,?,-4%,-12

# Compound activity from PubChem BioAssay.
